Bioassay records deposited in PubChem by several laboratories.
bIAP act: increases bovine intestinal alkaline phosphatase activity; purified bovine IAP, CDP-star luminescence, 30 min; active compounds read high; fold of DMSO-control signal, blank-subtracted; activation factor at 20 µM; actives 0.17% (n = 200,000);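 active = activation factor of 2 or more at 20 µM, a signal rise over negative controls twice the positive control's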
SRC2 TRFRET art: TR-FRET artefact, counter-screen to PPARgamma/SRC-2 agonist assay; TR-FRET ratio at 8 µM; AID 1049; actives 0.4% (n = 200,000); active compounds read high; in the data active = TR-FRET ratio above about 2000; also: inactives centre near 1500
STAT3 inh: inhibitors of IL-6 induced STAT3 signaling | actives 0.89% (n = 190,000) | AID 862 | inhibition, % at 5.5 µM | U3A cells, IL-6 STAT3-luciferase reporter, luminescence; host cell line lacks STAT1;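 active = inhibition above the mean inhibition across all screened compounds plus 3 SD, cut at about 44% in these data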;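 also: 0% = DMSO only wells and 100% = 100 µM nifuroxazide control wells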
PPARg SRC3 recr: PPARgamma-driven SRC-3 recruitment agonism | P37231 | biochemical PPARgamma/SRC-3 coactivator recruitment assay | actives 0.26% (n = 200,000) | activation, % at 8 µM | AID 731; in the data active = activation above about 23%;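 also: 0% = DMSO and 100% = reference agonist; some compounds past the cut are filed as inactive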
Target sequence (P37231 whole entry, looked up): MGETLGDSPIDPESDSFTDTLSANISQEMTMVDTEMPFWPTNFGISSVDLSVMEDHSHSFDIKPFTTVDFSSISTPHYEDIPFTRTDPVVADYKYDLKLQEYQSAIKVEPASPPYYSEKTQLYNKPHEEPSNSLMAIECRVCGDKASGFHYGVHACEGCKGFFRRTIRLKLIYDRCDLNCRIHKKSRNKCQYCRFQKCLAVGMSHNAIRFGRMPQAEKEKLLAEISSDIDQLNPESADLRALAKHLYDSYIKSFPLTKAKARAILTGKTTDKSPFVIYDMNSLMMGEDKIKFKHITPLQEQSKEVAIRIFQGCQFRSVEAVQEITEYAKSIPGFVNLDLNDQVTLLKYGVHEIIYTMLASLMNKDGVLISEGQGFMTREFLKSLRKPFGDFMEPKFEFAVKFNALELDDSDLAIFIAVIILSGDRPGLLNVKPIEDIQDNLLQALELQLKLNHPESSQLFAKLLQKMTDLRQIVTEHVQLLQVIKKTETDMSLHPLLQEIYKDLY
STAT1 inh: STAT1 signaling inhibition. NIH 3T3 STAT1-luciferase reporter, IFN-gamma, luminescence. inhibition, % at 5.5 µM. actives 0.35% (n = 200,000). AID 920;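 active = inhibition above a set limit, the mean inhibition across all tested compounds plus 3 SD, cut at about 34% in these data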;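 also: 0% = IFN-gamma with DMSO and 100% = IFN-gamma with 300 µM nifuroxazide; values of inactives mirror those of a sister screen read the other way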
STAT3 act: activators of IL-6 induced STAT3 signaling; U3A cells, IL-6 STAT3-luciferase reporter, luminescence; 100% = signal with IL-6 EC80 alone; activation (% of control), % at 5.6 µM; actives 0.91% (n = 190,000);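 active = activation above the screen-wide mean of compound activation plus 3 SD, cut at about 130% in these data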;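 also: 0% = background luminescence of wells with medium and substrate only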
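Test system: Human STAT1-deficient U3A cells with stable STAT3-luciferase reporter | Also added: Interleukin-6, 33 ng/mL | Timing: Compound pre-incubation 1 h before IL-6, then 6 h stimulation at 37 °C | Technique: Luciferase reporter luminescence | Read-out: Percent of IL-6-only median luminescence | Benchmarks: IL-6-only wells as 100% reference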
PPARg SRC-2 ag: promotes SRC-2 coactivator recruitment by human PPARgamma; P37231; PPARgamma LBD-SRC-2 recruitment, biochemical; activation, % at 8 µM; actives 0.34% (n = 200,000); in the data active = activation above about 22%;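 also: 0% = vehicle and 100% = reference agonist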
TNAP act hiacc: activators of human TNAP at high phosphate acceptor concentration; P05186; purified TNAP, CDP-star luminescence, 1 M DEA, 30 min; active compounds read high; 0 = EDTA background, 1 = DMSO-only activity; activation factor at 20 µM; 200,000 tested, under 10 active;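 active = activation factor at least 2 at 20 µM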
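system = human TNAP | amount = enzyme diluted 1/800 final | reagent = 100 µM CDP-star substrate | signal = luminescent substrate turnover signal | dosing = one dose, 20 µM | benchmarks = EDTA negative control, DMSO positive control | measure = activation factor | timing = 30 min reaction, room temperature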
bIAP inhibitor: intestinal alkaline phosphatase (bovine) inhibition; purified bovine IAP, CDP-star luminescence, 30 min; inhibition, % at 20 µM; AID 1019; 190,000 tested, under 10 active;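 active = over 50% inhibition of intestinal alkaline phosphatase at 20 µM in the single-dose screen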
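System: Purified bovine intestinal alkaline phosphatase (IAP) enzyme | Input: IAP diluted 1/65,000,000 in the well | Also added: CDP-star chemiluminescent phosphatase substrate, 30 µM final | Dosing: 20 µM single dose | Times: Enzyme reaction for 30 min at room temperature | Detection: Luminescence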
PPARg SRC1 recr: agonists of human PPARgamma SRC-1 coactivator recruitment; actives 0.41% (n = 200,000); P37231; PPARgamma-SRC-1 coactivator recruitment biochemical assay; activation, % at 8 µM; in the data active = activation above about 19%;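 also: 0% = DMSO and 100% = reference agonist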
ROMK mod: modulates human ROMK potassium channel activity. P48048. Tet-inducible ROMK, thallium flux fluorescence; actives lie on both sides. B-score at 10 µM. actives 2% (n = 130,000). AID 1918;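 active = signal ratio slope over the read window, or its plate-corrected B-score, at least 3 SD from the plate mean, either direction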;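 also: B-score of the F/F0 ratio slope over 7 to 12 s after thallium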
Target sequence (P48048 whole entry, looked up): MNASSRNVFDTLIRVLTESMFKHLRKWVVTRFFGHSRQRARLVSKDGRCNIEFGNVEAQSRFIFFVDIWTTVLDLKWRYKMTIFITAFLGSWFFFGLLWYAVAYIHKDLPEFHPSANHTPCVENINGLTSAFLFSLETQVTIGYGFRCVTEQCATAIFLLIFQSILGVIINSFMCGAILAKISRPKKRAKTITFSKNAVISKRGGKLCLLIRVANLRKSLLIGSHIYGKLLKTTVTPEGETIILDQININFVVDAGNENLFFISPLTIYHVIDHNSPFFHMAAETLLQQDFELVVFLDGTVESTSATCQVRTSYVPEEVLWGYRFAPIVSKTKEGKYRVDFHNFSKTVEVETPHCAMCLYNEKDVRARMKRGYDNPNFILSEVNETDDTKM
Active calls of the source: *; . = no result given.

SMILES	bIAP act	SRC2 TRFRET art	STAT3 inh	PPARg SRC3 recr	STAT1 inh	STAT3 act	PPARg SRC-2 ag	TNAP act hiacc	bIAP inhibitor	PPARg SRC1 recr	ROMK mod
COc1ccc(NC(=S)N(Cc2ccc(Cl)cc2)Cc2ccc(C(=O)O)cc2)cc1Cl	1.2	1581	10.1	-1.6	-4.1	93.4	-8.3	1	-15.5	5.6	-0.0985
Cc1ccc(O)c(C(=O)c2cnc3c(c2)COc2ccccc2-3)c1	1.1	1531	23.0	7.6	8.2	83.3	19.3	1	-5.4	-5.6	1.07
Cc1ccc(S(=O)(=O)N2CC3CCCN3c3ccc(C(F)(F)F)cc32)cc1 (centres undefined)	0.9	1533	8.4	6.3	9.9	95.4	6.9	1	7.1	1.6	.
CCOC(=O)c1c(C)[nH]c(N=Nc2cccc(C)c2)c1C	0.5	1536	-2.6	15.1	-40.8	106.1	10.5	0.8	49.9	1.7	0.392
COc1ccc(-n2c(Cc3cccn3C)nnc2SCC(=O)Nc2ccc(C)cc2)cc1	1.1	1396	5.0	2.3	7.1	96.1	-0.8	1	-6.0	-1.1	.
N#Cc1ccc(NC(=O)c2sc3cc(C(F)(F)F)cnc3c2-c2cccs2)cc1	1	1581	13.1	-3.3	1.0	93.6	5.8	1.1	3.5	6.5	0.999
Cn1c(COc2ccccc2)nnc1SCC(=O)NNC(=O)C1CCCCC1	1.2	1488	3.3	1.1	-2.3	103.4	7.2	1.1	-19.7	5.6	0.49
O=C(CSc1c2c(nc3cc(Cl)ccc13)CCCC2)NCc1ccco1	1	2007*	-4.1	23.1	3.4	104.7	25.6*	1	1.5	15.8	.
COc1ccc(/C=N\NC(=O)c2nn(C)cc2Cl)cc1CN1CCOCC1	1	1554	6.3	-0.5	4.6	97.0	6.5	1	2.9	3.9	0.274
Cc1cc(C)c2nc(N3CCCC3)c(C#N)cc2c1	1	1742	-12.3	-3.4	-2.5	113.4	1.2	1.2	1.4	3.7	-0.519
COC(=O)c1cc(OC)c(OC)cc1NC(=O)Nc1ccccc1OC	0.9	1551	2.0	7.2	-6.5	104.6	3.1	1.1	11.4	9.8	.
CS(=O)(=O)N1CCN(c2ccc(NC(=O)c3ccc(Br)o3)cc2)CC1	1	1461	4.7	3.8	-32.6	99.2	4.0	1	4.4	0.8	.
Nn1cnn(Cc2ccccc2)c1=S	0.9	1510	5.5	-9.1	6.4	100.3	-4.3	1	11.4	1.6	.
COc1ccccc1OCCN1C(=O)S/C(=C\c2ccco2)C1=O	0.9	1500	9.7	-4.0	-7.8	96.0	5.1	1.1	13.4	-0.9	.
COc1ccc(C(CCNCc2ccccc2F)c2ccc(F)cc2)cc1 (centres undefined)	0.7	1565	-6.3	3.4	2.1	103.3	-3.3	1	29.7	4.2	-2.56*
Cc1ccc(SCC(=O)Nc2ccc3c(c2)OCCO3)cc1	1	1456	-11.7	1.0	-13.4	112.2	3.3	1	-1.7	0.0	-1.16
COc1ccc(O)c(C(=O)c2cnc3c(c2)c(=O)[nH]c(=O)n3C)c1	0.9	1312	-3.1	-2.4	1.0	100.4	-1.2	0.9	12.8	0.4	-0.00694
Cc1cc(=O)[nH]c2ccc(Cl)cc12	1	1560	0.0	-1.5	-0.9	99.9	2.7	1	4.7	5.1	1.09
CN(C)S(=O)(=O)c1cccc(NC(=O)CNCC2CCCCC2)c1	1	1660	-0.2	3.6	0.4	100.6	0.0	1.1	-1.1	10.3	0.0122
COc1ccccc1/C=C/C=N/n1c(-c2ccncc2)n[nH]c1=S	0.9	1385	8.9	2.9	0.2	99.5	-1.2	1	14.4	-4.6	0.083
CCn1nc(NC(=O)c2ccco2)c2cc3ccc(C)cc3nc21	1	1584	22.8	16.5	-4.8	86.7	0.0	1	3.2	5.7	-0.0804
C/C=N/NC(=O)CCNC(=O)c1ccccc1	1.1	1724	-7.6	1.5	1.2	106.5	12.1	1.1	-11.4	1.9	0.0481
C/C=C/C(=O)OCC(=O)Nc1ccc(SC(F)F)cc1	0.9	1572	9.5	1.0	0.7	97.5	2.9	1.1	6.0	6.5	0.23
O=C(NCCN1CCN(c2ccccc2)CC1)c1ccc2c(c1)[nH]c(=S)n1c3ccccc3nc21	1.1	1663	12.5	8.1	1.1	96.2	9.0	1	-9.0	15.3	-0.249
CCNc1nc(SCc2ccccc2)nc(N2CCOCC2)n1	1	1476	-15.5	1.2	3.6	115.1	-8.0	1	-1.6	-8.3	.

Additional structures
SMILES	bIAP act	SRC2 TRFRET art	STAT3 inh	PPARg SRC3 recr	STAT1 inh	STAT3 act	PPARg SRC-2 ag	TNAP act hiacc	bIAP inhibitor	PPARg SRC1 recr	ROMK mod
COc1ccc(NS(=O)(=O)c2c(C)n(C)c(=O)n(C)c2=O)cc1OC	0.9	1716	10.9	3.4	0.8	98.2	23.6*	1.1	8.5	-3.6	.
Cc1cnnc2c1-c1no[n+]([O-])c1CC2	1	1680	11.2	11.9	17.2	93.1	4.8	1	0.1	5.7	.
COc1ccc2c(c1)CCc1c(C(=O)N3CCCC3)noc1-2	1	1773	7.7	6.6	-33.9	96.5	12.2	1.1	4.8	3.8	.
CN(C)S(=O)(=O)N1CCN(C(=O)N(c2ccccc2)c2ccccc2)CC1	1	1520	5.2	-4.6	-1.0	96.8	3.3	1.1	4.5	-3.9	-0.0175
CC(C)NC(=O)CCn1c(=S)oc2ccccc21	1	1762	13.4	5.3	2.8	95.4	17.0	1	-1.4	6.5	0.418
Cc1ccc(Oc2nsnc2N2CCOCC2)cc1	1	1472	10.4	-21.8	6.8	94.5	-6.9	1	4.3	-0.9	-1.98
CCn1c(SCC(=O)Nc2ccccc2-c2ccccc2)nnc1-c1ccoc1C	1.2	1388	-4.5	-3.7	11.6	109.5	-5.0	1.1	-15.9	-4.1	-0.686
O=C(Nc1ncnc2sc3c(c12)CCCCC3)c1ccc(F)cc1	0.8	1392	12.1	-3.6	0.6	89.9	-3.9	1	18.9	0.2	-0.815
COCc1c(C(N)=O)nnn1-c1nonc1N	1.1	1322	-1.2	-5.0	-5.6	103.6	-6.7	1	-6.0	1.0	.
O=C(Cc1ccc(Cl)cc1)Nc1ccccc1Sc1ccccc1	0.9	1625	-4.2	1.3	-4.8	105.7	-1.1	1.1	5.0	6.7	0.29
CCNC(=O)COC(=O)c1ccc(S(=O)(=O)N2CCCCCC2)cc1	1	1554	10.0	-2.2	-0.8	93.0	-5.2	1	-2.9	-6.6	-0.517
O=C(NCC1CCCO1)C(c1ccncc1)N(Cc1cccs1)C(=O)CN1C(=O)c2ccccc2S1(=O)=O (centres undefined)	1.2	1572	5.5	1.8	-3.5	97.3	-2.3	1.1	-19.7	8.6	.
Cc1ccccc1C(=O)NC1CC2CCC(C1)N2Cc1ccccc1 (centres undefined)	1	1428	3.8	-4.0	-4.8	98.7	-6.5	1.1	0.5	-1.5	0.191
Cc1cc(C)n(-c2nc3ccccc3c(=O)n2OCCOc2ccccc2)n1	0.9	1503	6.1	2.6	8.8	97.7	0.1	1	5.7	6.9	-1.31
COc1cc(CNC(=O)OCC(C)C)cc(OC)c1OC	0.9	1618	1.8	2.0	8.0	102.0	-1.4	1.1	6.3	5.1	-0.377
CS(=O)(=O)N1CCCC(C(=O)NCCc2ccccc2)C1 (centres undefined)	1	1389	0.2	7.6	-2.9	103.0	-5.8	1	4.3	-3.1	-0.474
c1coc(CNCCCN2CCOCC2)c1	0.9	1552	-3.6	1.2	-0.2	107.0	6.7	1	6.0	-3.4	-0.914
O=C1N/C(=C/c2cccn2-c2ccccc2)C(=O)N1c1cccc(Cl)c1	0.9	1611	1.9	0.4	-5.3	98.6	9.2	1	5.4	5.4	1.37
Cc1ccc(S(=O)(=O)C(C#N)c2nc3ccccc3nc2N2CCC(C)CC2)cc1 (centres undefined)	0.9	1344	1.4	-4.4	-4.4	104.3	0.4	1	6.3	3.9	.
CSc1ncc2c(n1)-c1cc(C)ccc1SC2	1	1380	-5.1	5.9	7.1	105.2	-5.3	1	4.5	1.8	.
Cc1cc(-n2c(SCCC#N)nnc2-c2cccnc2)ccc1Cl	0.9	1684	5.3	-0.4	8.5	99.2	8.6	1	6.6	9.7	-1.18
COc1ccc(/C=C(\C#N)C(=O)OCC(=O)NC2CC2)cc1	1	1833	15.6	2.3	0.5	92.1	1.6	1	-3.3	3.0	0.0525
c1ccc(Cn2c(CN3CCCC3)nc3ccccc32)cc1	1.1	1441	-0.9	-1.4	-9.3	103.0	2.3	1	-11.9	3.5	.
CC(=O)c1c(N2CCN(Cc3ccccc3)CC2)nc(=S)n(-c2ccccc2)c1C	0.9	1746	14.8	4.7	5.0	91.4	15.1	1	6.1	6.6	-0.072
O=C(NNS(=O)(=O)c1ccccc1[N+](=O)[O-])c1cccc(Cl)c1	1	1398	-3.0	1.4	-0.7	106.9	-0.4	1	4.2	4.2	-0.0152

Rewritten with two lines to a compound: part of the list above
Order of results – bIAP act	SRC2 TRFRET art	STAT3 inh	PPARg SRC3 recr	STAT1 inh	STAT3 act	PPARg SRC-2 ag	TNAP act hiacc	bIAP inhibitor	PPARg SRC1 recr	ROMK mod
Cc1cc(=O)[nH]c2ccc(Cl)cc12
→ 1	1560	0.0	-1.5	-0.9	99.9	2.7	1	4.7	5.1	1.09
COc1ccccc1/C=C/C=N/n1c(-c2ccncc2)n[nH]c1=S
→ 0.9	1385	8.9	2.9	0.2	99.5	-1.2	1	14.4	-4.6	0.083
COc1ccc2c(c1)CCc1c(C(=O)N3CCCC3)noc1-2
→ 1	1773	7.7	6.6	-33.9	96.5	12.2	1.1	4.8	3.8	.

Later entries
SMILES	bIAP act	SRC2 TRFRET art	STAT3 inh	PPARg SRC3 recr	STAT1 inh	STAT3 act	PPARg SRC-2 ag	TNAP act hiacc	bIAP inhibitor	PPARg SRC1 recr	ROMK mod
Cc1nn2c(C(F)(F)F)c3c(nc2c1-c1ccccc1)CCC3	1.1	1638	-5.3	0.0	3.1	107.6	0.3	1.1	-7.2	1.6	-0.0716
C=CCn1c(SCc2cc(=O)n3ccsc3n2)nnc1C1CCCCC1	0.9	1403	6.1	-8.5	-2.0	97.3	-3.3	1	9.4	-2.1	0.172
OC1=C(O)c2nc3ccccc3nc21	0.9	1682	7.3	-2.5	2.0	97.5	6.8	1.1	12.6	-0.4	.
CC1=C(C(=O)Nc2ccc(Cl)cc2)C2(CCCCC2)C(C(N)=O)C(=S)N1 (centres undefined)	0.7	1341	8.3	-2.4	6.1	92.0	-1.8	1	27.7	2.5	-0.0565
Cn1c(=O)oc2cc(S(=O)(=O)NCc3ccccc3)ccc21	0.9	1304	3.0	-7.6	6.9	102.4	-1.9	1	12.5	-8.0	0.363
Cc1cc(=O)n(C)c(=O)n1CCCCCCOc1cccc([N+](=O)[O-])c1	1.1	1556	0.6	-2.7	8.2	98.7	1.8	1	-9.1	1.5	.
